FLuc modulator: firefly luciferase modulation, counter-screen for miR-21 project; P08659; purified FLuc, Km substrates, luminescence inhibition; Potency, µM (highest dose often 57.5 µM), without a hit: top-dose activity change, negative = inhibition, usual class: inhibitors; 360,000 tested, 6.9% active; AID 588342;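 note: potency is the fitted concentration of half-maximal effect; plate controls were vehicle for no effect and reference inhibitor for full effect; nearly all actives have a fitted effect of over 55% in size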
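Purified P. pyralis luciferase, 10 nM final, with Km-level 10 uM D-luciferin and 10 uM ATP in 50 mM Tris acetate pH 7.5, 10 mM Mg acetate, 0.01% Tween-20, 0.05% BSA; 6-point qHTS titration about 60 µM downward; luminescence read.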
Menin-MLL TR inh: displaces Texas Red mutant MLL peptide from human menin. O00255. Menin + Texas Red MLL mutant peptide, fluorescence polarization. Potency, µM (top dose mostly 61.6 µM), inactives show at the top dose FP activity change, negative = inhibition, hits mostly inhibitors. 270,000 tested, 0.23% active; active = well fitted inhibition curve with a large enough effect in the polarisation, with a control signal flat, not every such curve was filed as active; inconclusive = small, poorly fitted or top-dose-only effect, or effect the other way, or a change in a side signal; inactive = no such curve, though single readings can be large or run the other way; the % refers to the polarisation; note: potency is the fitted concentration of half-maximal effect; % of control where 0% means no effect; many of its hits are not listed in these tables
Rab9 promoter act: activators of Rab9 promoter. Huh7 Rab9 promoter-luciferase reporter, luminescence, 24 h. Potency, µM (doses to about 9.22 µM), without a hit: top-dose activation, negative = inhibition, usual class: activators. 320,000 tested, 2.8% active. AID 485297; note: potency is the fitted concentration of half-maximal effect; % of control where 0% means no effect; nearly all actives have a fitted effect of over 60% in size
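Luminescence read-out: Huh7 cells stably expressing Rab9-luciferase, treated 24 h with compound at 37 °C, then lysed with luciferase reagent for 10 min at ambient before reading.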
ELG1 DNA repair: blocks ELG1-dependent DNA repair in HEK293T cells; Potency, µM (titrated, usually from 46.1 µM), without a hit: at the highest dose activity change, negative = inhibition, most hits filed as inhibitors; 330,000 tested, 2.3% active; HEK293T ELG1-luciferase reporter, luminescence, 16 h; DNA damage induced by 5-fluorouridine; note: potency is the fitted concentration of half-maximal effect; % is set by controls: 0 for no effect and ±100 for the full control effect; nearly all actives have a fitted effect of over 55% in size
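DMSO vehicle served as the neutral condition. Each well held 2,000 cells given 5-fluorouridine plus compound; after 16 hr at 37 °C/5% CO2, ONE-Glo was added and luciferase measured 30 min later.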
PKM2 activator: increases activity of human pyruvate kinase M2 | P14618 | purified PKM2, Kinase-Glo ATP luminescence, activation; response scale: 0% is enzyme alone, no compound | Potency, µM (top dose mostly 57.5 µM), inactives show at the top dose activation, most hits filed as activators | 260,000 tested, 0.34% active; note: potency is the fitted concentration of half-maximal effect; % is set by controls: 0 for no effect and ±100 for the full control effect; nearly all actives have a fitted effect of over 55% in size
Target sequence (P14618 whole entry, looked up): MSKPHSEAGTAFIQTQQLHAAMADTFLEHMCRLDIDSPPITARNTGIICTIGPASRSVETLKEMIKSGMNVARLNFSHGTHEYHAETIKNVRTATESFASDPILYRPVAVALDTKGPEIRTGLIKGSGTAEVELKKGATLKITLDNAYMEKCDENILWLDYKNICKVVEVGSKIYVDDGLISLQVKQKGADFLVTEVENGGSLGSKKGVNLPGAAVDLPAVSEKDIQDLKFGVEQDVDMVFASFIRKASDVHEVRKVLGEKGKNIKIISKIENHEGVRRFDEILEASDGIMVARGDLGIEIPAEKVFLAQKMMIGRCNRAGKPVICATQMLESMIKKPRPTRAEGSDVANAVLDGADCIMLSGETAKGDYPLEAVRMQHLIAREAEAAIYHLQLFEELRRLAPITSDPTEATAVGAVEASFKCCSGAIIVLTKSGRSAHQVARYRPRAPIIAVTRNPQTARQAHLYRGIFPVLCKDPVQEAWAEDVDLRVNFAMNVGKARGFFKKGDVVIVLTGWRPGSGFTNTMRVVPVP
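hPK-M2, >95% pure; 0.1 mM ADP / 0.5 mM PEP final; imidazole pH7.2 buffer w/ 7 mM MgCl2, 50 mM KCl; 1 h RT; Kinase-Glo lum. Intermediate enzyme activity for dual inhibitor/activator qHTS.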
KCNH2 3.1 block: inhibitors of human KCNH2 3.1 potassium channel isoform. U2OS KCNH2 3.1, thallium flux FluxOr; stronger effect = lower value. activity change, % (tested at about 1.8 µM). 340,000 tested, 0.95% active. AID 720553;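 active = maximum activity change below -70%; inconclusive = maximum activity change from -70% to -50%; inactive = maximum activity change above -50%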;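 note: thallium influx rate constant from kinetic fluorescence after stimulation buffer; % is set by controls: 0 for no effect and ±100 for the full control effect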
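Steps: virus added to U2OS suspension (4 h, RT, dark); medium with 10% FBS added, cells plated, 37 C overnight; FluxOr/Red40 loading buffer 45 min RT; stimulation buffer, 2 min kinetic read; rate constant normalized.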
Gal4-VP16 FLuc: inhibits Gal4-VP16 luciferase reporter, ROR gamma counter-screen | Drosophila S2 Gal4-VP16 UAS-luciferase, luminescence, 20 h | Potency, µM (top dose mostly 53.6 µM), for inactives: at the highest dose activity, negative = inhibition, usual class: inhibitors | 310,000 tested, 3.5% active | AID 2546;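 note: Gal4-VP16 expression switched on by copper sulfate through the metallothionein promoter; potency is the fitted concentration of half-maximal effect; % is set by controls: 0 for no effect and ±100 for the full control effect; nearly all actives have a fitted effect of over 50% in size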
RORgamma inh: inhibitors of mouse ROR gamma transcriptional activity | AID 2551 | 310,000 tested, 5.4% active | Drosophila S2 Gal4-RORgamma UAS-luciferase reporter, 20 h | Potency, µM (titrated, usually from 53.6 µM), for inactives: top-dose activity change, negative = inhibition, hits mostly inhibitors; note: potency is the fitted concentration of half-maximal effect; % is set by controls: 0 for no effect and ±100 for the full control effect; nearly all actives have a fitted effect of over 60% in size
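Drosophila S2 cells stably expressing Gal4-DBD/mouse RORγ fusion under metallothionein promoter plus UAS-luciferase; compound 1 h, then 700 uM CuSO4 induction for 20 h at ambient temperature; inhibition read as reduced luminescence.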
Mito fusion act: mitochondrial division inhibition or fusion activation | 320,000 tested, 0.23% active | AID 485298 | Potency, µM (titrated, usually from 46.1 µM), without a hit: at the highest dose growth rescue (activation), hits mostly activators | S. cerevisiae fusion-defective mutant growth rescue, CellTiterGlo 48 h;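 note: potency is the fitted concentration of half-maximal effect; % of control where 0% means no effect; nearly all actives have a fitted effect of over 45% in size; temperature-sensitive fusion mutants such as fzo1-1 at 37 °C on non-fermentable ethanol glycerol medium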
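S. cerevisiae fusion-defective temperature-sensitive mutants (e.g. fzo1-1, mgm1-5) grown 48 h at 37C in YPEG (ethanol/glycerol non-fermentable) medium with 23 nl compound per well; growth rescue read as CellTiterGlo luminescence.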
MBNL1-CUG inh: blocks human MBNL1 binding to CUG repeat RNA; TR-FRET MBNL1-His/biotin-(CUG)12 binding, 665/545 ratio; Potency, µM (titrated, usually from 57.5 µM), inactives show at the highest dose activity change, negative = inhibition, most hits filed as inhibitors; 280,000 tested, 0.036% active; Q9NR56; active = well fitted inhibition curve with a large enough effect in the signal ratio, with a control signal flat, not every such curve was filed as active; inconclusive = small, poorly fitted or top-dose-only effect, or effect the other way, or a change in a side signal; inactive = no such curve, though single readings can be large or run the other way; the % refers to the signal ratio; note: potency is the fitted concentration of half-maximal effect; % is set by controls: 0 for no effect and ±100 for the full control effect
Target sequence (Q9NR56 whole entry, looked up): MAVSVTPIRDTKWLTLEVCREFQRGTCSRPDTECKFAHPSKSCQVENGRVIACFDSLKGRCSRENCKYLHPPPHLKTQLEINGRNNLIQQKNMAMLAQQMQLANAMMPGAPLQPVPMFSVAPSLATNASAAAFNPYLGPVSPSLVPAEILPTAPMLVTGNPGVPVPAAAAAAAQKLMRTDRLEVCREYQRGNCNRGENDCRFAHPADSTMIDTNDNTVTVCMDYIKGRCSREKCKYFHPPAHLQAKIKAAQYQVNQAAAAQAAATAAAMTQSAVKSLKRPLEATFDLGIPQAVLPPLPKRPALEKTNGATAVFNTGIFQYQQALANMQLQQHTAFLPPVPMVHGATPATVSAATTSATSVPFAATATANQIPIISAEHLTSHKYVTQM
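Compounds (final 92 nM to 58 uM) are added to His-tagged MBNL1 and biotin-(CUG)12, then terbium anti-His antibody and streptavidin-XL665 (5 nM final). After 60 min at room temperature, the 665/545 nm ratio is read.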
NPC1 prom act: activates the NPC1 promoter. 320,000 tested, 2.4% active. Potency, µM (series often up to 9.22 µM), inactives show top-dose activation, usual class: activators. Huh7 NPC1 promoter luciferase reporter, 24 h. AID 485313;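 note: potency is the fitted concentration of half-maximal effect; % of control where 0% means no effect; nearly all actives have a fitted effect of over 60% in size; reporter is driven by a mutant NPC1 promoter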
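Huh7 cells stably carrying NPC1 promoter–luciferase, plated in Opti-MEM with 10% FBS for 2 h, were exposed to compound in DMSO for 24 h at 37 °C; luciferase reagent was added for 10 min and luminescence read.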
An asterisk follows results filed as active; ? = inconclusive; . = not tested or not shown; [ ] = dose if it differs, or a comment. Unless noted, calls come from the whole dose curve; as a rule, active = well fitted curve in the direction sought with a large enough effect; inconclusive = small, poorly fitted or top-dose-only effect, or another doubt; inactive = no such curve, though single readings can be large; an effect the other way counts as inactive or inconclusive.

SMILES | FLuc modulator | Menin-MLL TR inh | Rab9 promoter act | ELG1 DNA repair | PKM2 activator | KCNH2 3.1 block | Gal4-VP16 FLuc | RORgamma inh | Mito fusion act | MBNL1-CUG inh | NPC1 prom act
O=C(N/N=C/c1ccccc1)c1ccc(N2CCOCC2)c([N+](=O)[O-])c1 | -12% | 6% | -3% | -1% | -14% | -2 | 4% | ? | -1% | . | 0%
CN(Cc1ccc(F)cc1)C(=O)CNC(=O)c1cccs1 | 0% | . | 2% | 29% | . | 13 | . | . | -3% | . | 6%
COCCNC(=O)c1cc2sccc2n1C | -4% | 4% | -3% | 3% | 3% | -10 | 14% | 9% | 3% | 13% | -5%
COC(=O)c1c(NC(C)=O)sc2c1CCN(Cc1ccccc1)C2 | 4% | -11% | 1% | 17% | -1% | 25 | 1% | 0% | -2% | 11% | -3%
CCOc1ccc(NC(=O)COC(=O)COc2cccc3c2OC(C)(C)C3)cc1 | 3% | 13% | -1% | 11% | -1% | 1 | 6% | -3% | 2% | -11% | 3%
COc1ccc(CCNC(=O)NC(C(F)(F)F)C(F)(F)F)cc1OC | 7% | 19% | -4% | -1% | -1% | 1 | 27% | -1% | -6% | -4% | -2%
O=C(Nc1ccc(N2CCCC2)cc1)c1ccc2ccccc2c1 | 1.3µM* | ? | 0.89µM* | ? | 1% | -13 | -2% | -6% | -5% | -3% | ?
CC(OC(=O)C1=COCCO1)C(=O)c1ccc(C(C)(C)C)cc1 (centres undefined) | 9% | . | 11% | 8% | . | -2 | . | . | 23% | . | 0%
CCOC(=O)C1CCCN(C(=O)COc2ccc(N(C)S(=O)(=O)c3ccc(C)cc3)cc2)C1 (centres undefined) | 2% | -9% | 2% | 9% | 4% | -5 | -16% | -16% | 29% | 3% | -5%
O=C(CSc1nncs1)Nc1ccc(Cl)cc1C(F)(F)F | 4% | . | 0% | ? | . | -7 | . | . | -12% | . | -1%
O=C(NC1CCCC1)C(c1ccccc1)N(C(=O)c1ccco1)C1CCCC1 (centres undefined) | 0% | -2% | -1% | -8% | 13% | 12 | 3% | 0% | 9% | -10% | -5%
CN(C)c1ccc(C2NC(=O)c3ccccc3N2)cc1 (centres undefined) | 9.5µM* | -8% | 17% | ? | 1% | -8 | -2% | -6% | 1% | 9% | 11%
CCOC(=O)CN1C(=O)C(=O)c2cc(C)ccc21 | 1% | -9% | -6% | -16% | 2% | -2 | -4% | -23% | 1% | ? | 2%
O=C(NC1CCN(C(=S)NCc2ccco2)CC1)c1ccc(F)cc1 | 1% | 13% | -4% | ? | 1% | -19 | 2% | 16% | -3% | -9% | 1%
CCCCCC(=O)Nc1ccc(C(=O)CN2C(=O)NC3(CCCCCC3)C2=O)cc1 | 2% | . | 2% | 28% | . | -11 | . | . | -9% | . | -3%
O=C(CCn1c(=O)c2cccn2c2cccnc21)NCc1cccc(Cl)c1 | 1% | -5% | -1% | 8% | . | 8 | -14% | 21% | -4% | 4% | 0%
CCOC(=O)/C(C#N)=C/c1c(N2CCN(c3ccc(OC)cc3)CC2)nc2c(C)cccn2c1=O | 0% | ? | -4% | ? | . | -16 | -1% | -42% | 17% | ? | 3%
CC(=O)c1ccc(NC(=S)N2CCN(c3cccc(Cl)c3)CC2)cc1 | 0% | -1% | -1% | ? | -1% | -20 | ? | -41% | -3% | 1% | -4%
O=S(=O)(NC1CCCCCCC1)c1ccccc1 | 2% | -2% | 4% | -2% | 3% | 10 | -7% | 15% | -1% | -3% | 1%
CCOC(=O)c1ccc(NC(=O)COC(=O)c2cccc(Oc3ccccc3)c2)cc1 | 2% | ? | 1% | 16% | -1% | -7 | -5% | 11% | -5% | 8% | -1%

Next section (three carried over from the part before).
SMILES | FLuc modulator | Menin-MLL TR inh | Rab9 promoter act | ELG1 DNA repair | PKM2 activator | KCNH2 3.1 block | Gal4-VP16 FLuc | RORgamma inh | Mito fusion act | MBNL1-CUG inh | NPC1 prom act
CC(=O)c1ccc(NC(=S)N2CCN(c3cccc(Cl)c3)CC2)cc1 | 0% | -1% | -1% | ? | -1% | -20 | ? | -41% | -3% | 1% | -4%
O=S(=O)(NC1CCCCCCC1)c1ccccc1 | 2% | -2% | 4% | -2% | 3% | 10 | -7% | 15% | -1% | -3% | 1%
CCOC(=O)c1ccc(NC(=O)COC(=O)c2cccc(Oc3ccccc3)c2)cc1 | 2% | ? | 1% | 16% | -1% | -7 | -5% | 11% | -5% | 8% | -1%
O=C(NCc1ccc2c(c1)OCO2)C1CCC(CNS(=O)(=O)c2ccc(Cl)cc2)CC1 (centres undefined) | 2% | -29% | 8% | 11% | -3% | -31 | -2% | 0% | 1% | 1% | 1%
c1ccc(N2CCN(Cc3cn4cccnc4n3)CC2)cc1 | 2% | -6%[11.7 µM] | 4% | -3% | 0% | 8 | 1% | -23% | 1% | -6% | -4%
Cc1ccc(C(=O)NNC2=NC(C)(C)Cc3ccccc32)cc1 | 2% | . | 1% | 4% | -7% | 2 | 1% | -32% | 1% | -7% | 1%
Cc1ccc(S(=O)(=O)N2CCC(C(=O)NCCC3=CCCCC3)CC2)cc1C | 1% | . | 2% | 6% | . | 5 | . | . | 8% | . | 9%
CCOC(=O)c1ccc(NC(=O)CSC(=S)N2CCOCC2)cc1 | -9% | -22% | -1% | 3% | 0% | -5 | -17% | 1% | 18% | -1% | 0%
O=C(O)Cn1c(SCCOc2ccccc2F)nc2ccccc21 | 2%[2.3 µM] | 0% | -2% | 0% | 5% | 10 | ? | -1% | -3% | 2% | -1%
COc1ccccc1NC(=O)CSc1nncn1N | 0% | -7% | -3% | -5% | 2%[11.5 µM] | 13 | -4% | 23% | 0% | -2% | -2%
CCOc1ccc(NS(=O)(=O)c2ccc3c(c2)CCN3C(=O)C2CCC2)cc1 | -1% | 2% | -6% | -22% | 9% | -3 | 8% | 31% | 4% | -3% | 2%
O=C(OCC(=O)N1CCCC1)c1cc([N+](=O)[O-])ccc1Cl | -3% | -9% | -5% | 12% | -7% | 0 | 2% | -24% | -9% | ? | -4%
COC(=O)CCC(=O)N1CCc2cc(S(=O)(=O)N3CCN(c4ccccc4Cl)CC3)ccc21 | 0% | 4% | -6% | 1% | -3% | 2 | -5% | 7% | 3% | -3% | -3%
Cc1cc(C(=O)NC2CCCc3c2cnn3-c2ccccc2F)nc(C)n1 (centres undefined) | -1% | . | -3% | 13µM* | -6% | 9 | -9% | -1% | -4% | -4% | 5%
CCOC(=O)COc1ccc2c(c1)c(C(C)=O)c(C)n2-c1ccc(OC)cc1 | -6% | ? | -13% | 0% | . | ? | -13% | -6% | -7% | -5% | -1%
O=C(c1cccc(F)c1)N1CCN(C(=O)c2cc3nc(-c4ccco4)cc(C(F)(F)F)n3n2)CC1 | 1% | -9% | -1% | -18% | . | -4 | -4% | 19% | 0% | 12% | -1%
N#Cc1sc2nc(-c3cccs3)cc(-c3ccc(F)cc3)c2c1N | -2% | -9% | -9% | 1% | 10% | -16 | -2% | 10% | -3% | 2% | 6%
CC(=O)c1ccc(NC(=S)NC(=O)/C=C/c2ccc(F)cc2)cc1 | -3% | -7% | 2% | ? | . | 23 | 8% | ? | -19% | -7% | -3%
N#Cc1ccc(-c2nc3ccc(Br)cc3c(=O)n2O)cc1 | -3% | -4% | 1% | 9.2µM* | . | -9 | -2% | -39% | 7% | -15% | -4%
O=C(Cc1c(F)cccc1Cl)NNC(=O)c1ccncc1 | 1% | . | ? | 9% | . | 31 | . | . | 2% | . | 2%
CC(C)CN1CCC(=O)N(CCC#N)CC1 | -1% | -1% | 1% | -15% | 0% | -8 | -3% | 17% | -1% | 5% | -2%
Cc1cc(C(=O)N/N=C/C(Cl)=C/c2ccccc2)c(C)o1 | 9.5µM* | . | 24% | 10% | 5% | 6 | 13µM* | -11% | 5% | 5% | 20%

Screening data as filed in PubChem.

Some of the compounds tested; count on the stated rates, not on these rows.
